Anesthetic bind – candidate novel general anesthetic via apoferritin binding; P02791; apoferritin/1-aminoanthracene competitive binding, fluorescence; Potency, µM (top dose mostly 77.5 µM), for the others: at the top dose activity change, negative = displacement, most hits filed as inhibitors; 0.074% of 350,000 active; AID 485281; note: nearly all actives have a fitted effect of over 20% in size
Target sequence (P02791 2-175 limits assumed): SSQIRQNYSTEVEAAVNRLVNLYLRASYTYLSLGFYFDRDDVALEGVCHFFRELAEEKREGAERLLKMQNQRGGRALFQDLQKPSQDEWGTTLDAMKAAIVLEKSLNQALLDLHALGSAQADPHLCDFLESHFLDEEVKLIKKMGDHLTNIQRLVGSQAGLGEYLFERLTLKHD
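In PBS, apoferritin at 10 uM is loaded with 1-AMA from a 50% saturated solution. After 10 min of compound exposure at ambient temperature, reduced 535 nm fluorescence indicates probe displacement.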
APEX1 inh – inhibitors of human APE1 endonuclease; P27695; Potency, µM (series often up to 65.8 µM), inactives show at the highest dose activity change, negative = inhibition, usual class: inhibitors; 0.35% of 350,000 active; recombinant APE1, TAMRA/BHQ-2 abasic DNA cleavage fluorescence; AID 2517;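 note: plate controls were vehicle for no effect and reference inhibitor for full effect; nearly all actives have a fitted effect of over 55% in size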
Target sequence (P27695 whole entry, looked up): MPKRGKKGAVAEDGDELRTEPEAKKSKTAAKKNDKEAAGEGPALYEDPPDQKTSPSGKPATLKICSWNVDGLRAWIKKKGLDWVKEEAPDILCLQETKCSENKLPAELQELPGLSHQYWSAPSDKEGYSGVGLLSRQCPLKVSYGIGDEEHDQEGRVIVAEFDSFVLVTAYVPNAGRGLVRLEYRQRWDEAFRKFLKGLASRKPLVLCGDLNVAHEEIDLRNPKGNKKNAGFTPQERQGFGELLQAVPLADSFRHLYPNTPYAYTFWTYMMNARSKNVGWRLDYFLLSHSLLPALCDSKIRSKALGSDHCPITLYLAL
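APE1 at 0.75 nM final was preincubated with compound 15 min at room temperature, then 50 nM double-stranded THF abasic-site substrate (5'-TAMRA/3'-BHQ-2) was added. Fluorescence (ex 525/em 598 nm) was read kinetically; third-minus-first read gave activity.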
BLM inh – Bloom syndrome helicase (human) inhibition | 0.2% of 350,000 active | recombinant BLM DNA unwinding, fluorescence dequenching | Potency, µM (titrated, usually from 56.1 µM), inactives show top-dose activity change, negative = inhibition, actives largely listed as inhibitors | AID 2528;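 note: plate controls were vehicle for no effect and no enzyme for full effect; nearly all actives have a fitted effect of over 35% in size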
Pol beta inh – DNA polymerase beta (human) inhibition; Potency, µM (top dose mostly 114 µM), without a hit: at the top dose activity change, negative = inhibition, most hits filed as inhibitors; AID 485314; Pol beta primer extension/strand displacement, fluorescence kinetic; P06746; 1.3% of 340,000 active
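Enzyme-only controls used 10 nM Pol beta; buffer lacking enzyme served as negative control. Compound preincubated 15 min, then 50 nM substrate added; 0 and 10 min reads at room temperature.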
Pol kappa inh – DNA polymerase kappa (human) inhibition; Q9UBT6; purified Pol kappa, fluorescent DNA synthesis assay, 10 min; Potency, µM (titrated, usually from 107 µM), without a hit: at the highest dose activity, negative = inhibition, usual class: inhibitors; 0.53% of 400,000 active
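Kinetic fluorescence screen: compound preincubated 15 min RT with 10 nM enzyme; 50 nM substrate (final) initiates; reads at 0/10 min.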
The depositor's hits bear a star; u = inconclusive; x = not tested or not shown; & = joins results of further samples; [ ] = remark or other dose. Calls come from the whole dose curve; as a rule, active = well fitted curve in the direction sought with a large enough effect; inconclusive = small, poorly fitted or top-dose-only effect, or another doubt; inactive = no such curve, though single readings can be large; an effect the other way counts as inactive or inconclusive. Unless noted, % is set by controls: 0 for no effect and ±100 for the full control effect; potency is the fitted concentration of half-maximal effect. This is a subset, so the mix of outcomes need not match the whole.

SMILES	Anesthetic bind	APEX1 inh	BLM inh	Pol beta inh	Pol kappa inh
COc1cccc(Nc2ncc3nc(C)c(=O)n(Cc4cccs4)c3n2)c1	x	-2.0%	-0.4%	x	-0.6%[60.1 µM]
COc1ccccc1CNc1cc(-c2cccc(C#N)c2)ncn1	x	-6.1%	-2.6%	x	-0.1%[60.1 µM]
COc1ccc(-c2nc3cnc(N(C)C)nc3n(C[C@H]3CCCO3)c2=O)cc1	x	-3.7%	-2.5%	x	0.0%[60.1 µM]
COc1ccc(C(=O)N2CCC[C@@]3(CCN(c4ccccn4)C3)C2)cc1	x	2.2%	0.5%	x	-0.8%[60.1 µM]
COc1ccccc1CNc1nc(-c2cccc(C#N)c2)nc2ccccc12	x	u	-11.3%	x	-4.3%[60.1 µM]
COc1ccccc1-c1cc(NCc2cccc(C)c2)ncn1	x	13.4%	-4.8%	x	4.4%[60.1 µM]
CCNc1ncc2nc(-c3ccc(OC)cc3)c(=O)n(Cc3ccc(F)cc3)c2n1	x	2.4%	0.3%	x	-0.4%[60.1 µM]
COCCn1c(=O)c(-c2ccc(Cl)cc2)nc2cnc(Oc3ccccc3)nc21	x	u	-7.6%	x	-5.6%[60.1 µM]
CC(=O)NCCNc1ncnc2ccc(-c3ccccc3Cl)cc12	x	0.0%	2.4%	x	5.9%[60.1 µM]
COc1ccccc1-c1nccc(NC2CCNCC2)n1	x	-2.0%	45.2%[activator]	x	3.7%[60.1 µM]
NCCCNCCCCN(CCCN)/[N+]([O-])=N/O	x	-3.6%	-10.5%	x	-6.4%[19.4 µM]
CCNc1ncc2nc(-c3ccc(F)cc3)c(=O)n(CCC#N)c2n1	x	2.2%	-2.4%	x	-8.1%[60.1 µM]
O=C(c1csnn1)N1CCC2(CCCN(c3ccccc3)C2)CC1	x	21.2%	0.3%	x	-4.4%[60.1 µM]
COc1ncc2nc(C)c(=O)n(C[C@H]3CCCO3)c2n1	x	15.5%	2.1%	x	5.4%[60.1 µM]
COC(=O)[C@H]1[C@H]2CC3c4[nH]c5ccccc5c4CCN3C[C@@H]2CC[C@@H]1O (some centres undefined)	x	-1.7%&-1.5%	4.9%&3.7%	x	-11.4%[19.4 µM]
O=C(c1cc(C(F)(F)F)cc(C(F)(F)F)c1)N1CCC[C@@]2(CCN(Cc3ccccc3)C2)C1	x	2.6%	-1.9%	x	-5.8%[60.1 µM]
COc1cccc(Cn2c(=O)c(-c3cccs3)nc3cnc(OC)nc32)c1	x	1.2%	-2.7%	x	-2.8%[60.1 µM]
COc1cccc(Nc2ncc3nc(-c4ccccc4)c(=O)n(C)c3n2)c1	x	2.4%	-12.2%	x	-4.9%[60.1 µM]
CN(C)c1ccc(-c2ccc3ncnc(N(C)C)c3c2)cc1	x	-4.8%	-10.8%	x	-0.5%[60.1 µM]
COCCNc1ncnc2ccc(-c3ccccc3C)cc12	x	-4.3%	-3.3%	x	-0.8%[60.1 µM]
Clc1cccc(C=NC=Nc2cccc(Cl)c2)c1	x	10.2%	-0.8%	x	-11.2%[19.4 µM]
OC[C@H]1NC[C@@H](O)[C@@H](O)[C@H]1O	x	-0.6%	3.1%	x	-5.7%[19.4 µM]
N#CCCn1c(=O)c(-c2ccc(F)cc2)nc2cnc(N3CCNCC3)nc21	x	-1.6%	-3.6%	x	0.0%[60.1 µM]
O=C(c1csnn1)N1CCC2(CCN(Cc3cc(C(F)(F)F)cc(C(F)(F)F)c3)CC2)CC1	x	2.1%	-5.4%	x	u
Cc1c(CC(C)(C)C(=O)O)n(Cc2ccc(Cl)cc2)c2ccc(F)cc12	x	-11.6%	-0.7%	x	-10.7%[19.4 µM]
COc1ccc(NC(=O)N2CCCC3(CCN(C(=O)c4cnccn4)CC3)C2)cc1	x	2.4%	0.3%	x	12.6%[60.1 µM]
CN(C)c1ncc2nc(-c3ccccc3)c(=O)n(C3CC3)c2n1	x	1.0%	-3.2%	x	-2.2%[60.1 µM]
C=C1CCC(O)C/C1=C\C=C1/CCCC2(C)C1CCC2C(C)/C=C/C(C)C(C)C (centres undefined)	x	-5.7%	-12.2%	x	-10.6%[19.4 µM]
COc1ccc(NC(=O)N2CC3(CCN(C(=O)c4cc(C(F)(F)F)cc(C(F)(F)F)c4)CC3)C2)cc1	x	1.4%	-7.4%	x	-2.6%[60.1 µM]
N#CCCn1c(=O)c(CCc2ccccc2)nc2cnc(Oc3ccccc3)nc21	x	0.9%	-13.5%	x	0.4%[60.1 µM]

Arranged by the number under BLM inh (rising): some entries from above
mol | BLM inh
C=C1CCC(O)C/C1=C\C=C1/CCCC2(C)C1CCC2C(C)/C=C/C(C)C(C)C (centres undefined) | -12.2%
NCCCNCCCCN(CCCN)/[N+]([O-])=N/O | -10.5%
CN(C)c1ncc2nc(-c3ccccc3)c(=O)n(C3CC3)c2n1 | -3.2%

The results go on.
SMILES	Anesthetic bind	APEX1 inh	BLM inh	Pol beta inh	Pol kappa inh
Cn1c(=O)c(-c2ccc(Cl)cc2)nc2cnc(Oc3ccccc3)nc21	x	17.0%	0.7%	x	1.1%[60.1 µM]
COc1cccc(-c2cc(NCc3ccccc3)ncn2)c1	x	-7.7%	-1.5%	x	-0.6%[60.1 µM]
O=C(Oc1ccccc1)N1CCC2(CC1)CCN(c1ccccc1)CC2	x	2.4%	-5.8%	x	-13.0%[60.1 µM]
CN1CCN(c2cc(-c3ccoc3)ncn2)CC1	x	-3.0%	-2.7%	x	5.1%[60.1 µM]
N[C@@]1(C(=O)O)CN[C@H](C(=O)O)C1	x	-4.2%	5.7%	x	-7.3%[19.4 µM]
COCCNc1ccnc(-c2ccccc2C(F)(F)F)n1	x	2.8%	2.6%	x	0.0%[60.1 µM]
Cc1cccc(CNc2ncncc2-c2cccnc2)c1	x	-7.8%	-1.0%	x	4.1%[60.1 µM]
O=C(c1ccncc1)N1CCC[C@@]2(CCN(c3ncccn3)C2)C1	x	1.6%	-1.0%	x	7.7%[60.1 µM]
COCC(=O)N1CCC2(CCN(Cc3ccccc3OC)CC2)CC1	x	-0.7%	2.1%	x	-5.0%[60.1 µM]
O=C(c1ccncc1)N1CCC2(CC1)CCN(c1ccncc1)CC2	x	-4.5%	-7.4%	x	4.2%[60.1 µM]
CC(C)NC(=O)N1CC[C@@]2(CCCN(C(=O)c3ccco3)C2)C1	x	16.7%	5.0%	x	2.5%[60.1 µM]
Clc1ccccc1-c1cc(NCc2ccccc2)ncn1	x	u	-2.0%	x	-3.5%[60.1 µM]
O=C(Oc1ccccc1)N1CCC2(CCCN(c3ccncc3)C2)CC1	x	3.7%	5.4%	x	4.1%[60.1 µM]
CC1=C(C2=C(C)C(C(C)C)C3=C(C(=O)C(O)C3O)C2O)C(O)C2=C(C(O)C(O)C2=O)C1C(C)C (centres undefined)	x	-3.1%	0.9%	x	-7.6%[19.4 µM]
CS(=O)(=O)N1CCC[C@@]2(CCN(C(=O)Nc3cccc(F)c3)C2)C1	x	-0.2%	2.3%	x	-7.5%[60.1 µM]
O=C(c1ccncc1)N1CCC2(CCCN(c3ccc(-c4ccccc4)cc3)C2)CC1	x	-2.0%	-3.0%	x	-6.5%[60.1 µM]
COC(=O)N1CCC2(CCCN(Cc3ccccc3)C2)CC1	x	3.8%	3.5%	x	-0.1%[60.1 µM]
COc1ccccc1-c1oc2ccccc2c(=O)c1OC	x	17.6%	0.3%	x	-13.4%[19.4 µM]
CCNc1ncc2nc(-c3cccs3)c(=O)n(Cc3ccc(F)cc3)c2n1	x	u	-2.9%	x	-5.2%[60.1 µM]
COc1ccc(Oc2ncc3nc(-c4ccccc4)c(=O)n(C4CC4)c3n2)cc1	x	-0.6%	-3.4%	x	-13.4%[60.1 µM]
COC(=O)C1=C(C)N(Cc2ccccc2)C(=NCc2ccco2)N[C@H]1c1ccc(Br)cc1	u	x	-1.1%	1.4%	x
O=C[C@@H]1CCCN1C(=O)[C@@H]1CCCN1C(=O)OCc1ccccc1	-10.3%	-0.5%	x	x	6.8%[19.4 µM]
CC(C)[C@@H]1NC(=O)[C@H](Cc2ccccc2)NC(=O)[C@@H](CC(=O)O)NC(=O)CNC(=O)[C@H](CCCNC(=N)N)NC1=O	4.0%	0.4%	x	x	4.0%[19.4 µM]
CC(C)[C@H](O)CC[C@@H](C)C1CC[C@H]2C3CC=C4C[C@@H](O)CC[C@]4(C)C3CC[C@]12C (some centres undefined)	2.2%&-6.0%	4.1%&-0.9%	x	x	2.5%&6.8%[19.4 µM]
Nc1ccccc1C(=O)C[C@@H](N)C(=O)O	-7.9%	-7.3%	x	x	3.1%[19.4 µM]
CN1CC(O)C2=CC(=O)C(=O)C=C21 (centres undefined)	-15.0%	0.398µM*	x	x	0.316µM*
O=C1CC[C@H](C(=O)O)N1	3.0%	-0.7%	x	x	1.2%[19.4 µM]
Nc1nc2c(ncn2[C@@H]2O[C@H](COP(=O)(O)OP(=O)(O)OP(=O)(O)O)[C@@H](O)C2O)c(=O)[nH]1 (some centres undefined)	-5.2%	-5.3%	x	x	-4.8%[19.4 µM]
CC(N)(C(=O)O)c1ccc(-c2nn[nH]n2)cc1 (centres undefined)	14.5%	7.1%	x	x	5.2%[19.4 µM]
CC(C)C(N)C(=O)O (centres undefined)	4.8%	-2.3%	x	x	2.6%[19.4 µM]
Cn1cnc2c(ncn2[C@@H]2O[C@H](CO)[C@@H](O)[C@H]2O)c1=N	2.6%	-0.5%	x	x	-1.7%[19.4 µM]
C[C@H](N)CCP(=O)(O)O	4.2%	3.4%	x	x	6.4%[19.4 µM]
Cc1o[nH]c(=O)c1CCC(N)C(=O)O (centres undefined)	18.2%	-9.7%	x	x	4.8%[19.4 µM]
CCCC(=O)NCCc1c(I)[nH]c2ccc(OC)cc12	-12.1%	-0.1%	x	x	-3.9%[19.4 µM]
Nc1nc(SCc2ccc([N+](=O)[O-])cc2)c2ncn([C@@H]3O[C@H](CO)[C@@H](O)[C@H]3O)c2n1	-20.3%	-0.9%	x	x	-5.1%[60.1 µM]
C[C@@H](Cc1ccccc1)Nc1ncnc2c1ncn2[C@@H]1O[C@H](CO)[C@@H](O)[C@H]1O	-2.2%	1.0%	x	x	4.7%[19.4 µM]
Nc1ccnc2c1ncn2[C@@H]1O[C@H](CO)[C@@H](O)[C@H]1O	2.0%	-0.2%	x	x	9.0%[19.4 µM]
COC(=O)[C@@H](c1ccccc1Cl)N1CCc2sccc2C1	-13.7%	-3.5%	x	x	3.6%[19.4 µM]
C=C1CC[C@H](O)C/C1=C/C=C1\CCC[C@]2(C)C([C@H](C)CC[C@@H](O)C(C)(C)O)CC[C@@H]12 (some centres undefined)	-8.9%	1.5%	x	x	1.5%[19.4 µM]
CNc1ncnc2c1ncn2[C@H]1C[C@H](O)[C@@H](CO)O1	2.2%	-4.7%	x	x	4.8%[19.4 µM]
CC(C)C[C@@H](C=O)NC(=O)[C@H](CC(C)C)NC(=O)[C@H](CC(C)C)NC(=O)OCc1ccccc1	9.0%	-8.5%	x	x	-8.9%[19.4 µM]
CCCCC/C=C\C\C=C/C=C/C=C/[C@@H](SC[C@H](NC(=O)CC[C@H](N)C(=O)O)C(=O)NCC(=O)O)[C@@H](O)CCCC(=O)O	3.6%	-3.6%	x	x	2.2%[19.4 µM]
NC(=O)c1sc(-c2ccsc2)cc1N	-7.9%	1.8%	x	x	7.1%[19.4 µM]
C[C@H](N)CCCP(=O)(O)O	-5.8%	5.5%	x	x	-1.3%[19.4 µM]
O=c1nc2ccccc2c2n1CC(CN1CCN(c3ccccc3)CC1)N2 (centres undefined)	-1.6%	1.0%	x	x	-0.2%[19.4 µM]

One compound at a time (already shown). Order of values: Anesthetic bind, APEX1 inh, BLM inh, Pol beta inh, Pol kappa inh
O=c1nc2ccccc2c2n1CC(CN1CCN(c3ccccc3)CC1)N2 (centres undefined) is listed with -1.6%, 1.0%, x, x, -0.2%[19.4 µM]
C[C@H](N)CCCP(=O)(O)O is listed with -5.8%, 5.5%, x, x, -1.3%[19.4 µM]
C=C1CC[C@H](O)C/C1=C/C=C1\CCC[C@]2(C)C([C@H](C)CC[C@@H](O)C(C)(C)O)CC[C@@H]12 (some centres undefined) is listed with -8.9%, 1.5%, x, x, 1.5%[19.4 µM]
Nc1nc(SCc2ccc([N+](=O)[O-])cc2)c2ncn([C@@H]3O[C@H](CO)[C@@H](O)[C@H]3O)c2n1 is listed with -20.3%, -0.9%, x, x, -5.1%[60.1 µM]
C[C@H](N)CCP(=O)(O)O is listed with 4.2%, 3.4%, x, x, 6.4%[19.4 µM]
